Source: PubChem (several laboratories)
PP1 counter = blocks human PP1-alpha phosphatase, a PP5 counter-screen; 320,000 compounds, 0.9% hits; inhibition, % at 6.7 µM; P62136; purified PP1alpha, OMFP fluorescence;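 active means inhibition above the mean inhibition of all tested compounds plus 3 SD, computed separately for each screening campaign, cut at about 15% in these data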
Target sequence (P62136 whole entry, looked up): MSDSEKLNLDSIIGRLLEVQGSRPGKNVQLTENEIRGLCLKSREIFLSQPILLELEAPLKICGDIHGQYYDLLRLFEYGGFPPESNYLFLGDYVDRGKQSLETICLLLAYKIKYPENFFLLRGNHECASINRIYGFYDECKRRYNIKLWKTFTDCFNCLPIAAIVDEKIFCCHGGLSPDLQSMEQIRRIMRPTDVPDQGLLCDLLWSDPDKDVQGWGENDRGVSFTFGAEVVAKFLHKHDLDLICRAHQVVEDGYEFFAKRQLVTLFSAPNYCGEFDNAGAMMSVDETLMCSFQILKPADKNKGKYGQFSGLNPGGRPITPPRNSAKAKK
Fh CTSL1 inh = blocks F. hepatica cathepsin L1 in PFM18AAP counter-screen | recombinant F. hepatica cathepsin L1, Z-Leu-Arg-MCA fluorescence | inhibition, % at 5.96 µM | 300,000 compounds, 0.49% hits | AID 1906;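 active means inhibition above the mean of all tested compounds plus 3 SD, set per screening campaign, cut at about 17% in these data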;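 further: 0% = plate median of test compound wells and 100% = 1 µM Z-Phe-Ala-diazomethylketone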
core dimer inh = blocks dimerization of HCV core protein. TR-FRET GST/Flag-core106 dimerization, 1536-well. inhibition, % at 5 µM. 300,000 compounds, 0.33% hits. AID 1899;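 active means inhibition above the mean of all tested compounds plus 3 SD, set per screening campaign, cut at about 45% in these data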
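Assay system – GST-tagged and Flag-tagged HCV core protein residues 1-106 · Quantity – core106 proteins, GST 13.5 nM and Flag 17 nM · Benchmarks – unlabelled core106 and no-GST-core106 wells · Read-out basis – percent inhibition of core106 dimerization signal · Detection – time-resolved FRET, ex 340 nm, em 617 and 671 nm · Schedule – 4 h at 22.5 °C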
GASC-1 inh = inhibitors of human GASC-1 (JMJD2C) demethylase; inhibition, % at 2.35 µM; Q9H3R0; GST-JMJD2C(1-420) H3K9me3 demethylation, DELFIA europium; AID 2099; 330,000 compounds, 0.069% hits;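 active means more than half of a compound's replicate wells show inhibition beyond 50%, single wells judged on their own value; inconclusive means some, but no more than half, of replicates pass 50% inhibition; inactive means no replicate passes 50% inhibition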;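 further: signal counts dimethyl H3K9 product captured on neutravidin plate; 0% = median of DMSO wells and 100% = 0.3 times that DMSO median; strong numbers were not always called active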
Target sequence (Q9H3R0 1-420 limits assumed): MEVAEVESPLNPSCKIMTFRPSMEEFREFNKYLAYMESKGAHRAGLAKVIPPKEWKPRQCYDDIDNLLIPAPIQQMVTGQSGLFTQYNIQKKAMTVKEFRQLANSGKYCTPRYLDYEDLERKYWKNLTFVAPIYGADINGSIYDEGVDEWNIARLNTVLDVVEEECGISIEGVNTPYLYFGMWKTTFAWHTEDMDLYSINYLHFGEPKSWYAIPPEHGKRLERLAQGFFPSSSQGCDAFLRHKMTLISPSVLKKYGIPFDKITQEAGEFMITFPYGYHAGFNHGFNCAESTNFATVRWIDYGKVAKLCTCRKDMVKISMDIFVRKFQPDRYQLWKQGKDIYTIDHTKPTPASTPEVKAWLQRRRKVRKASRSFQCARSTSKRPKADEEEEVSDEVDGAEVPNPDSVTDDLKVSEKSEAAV
EBNA-1 inhibitor = blocks EBNA-1 binding to DNA. 300,000 compounds, 0.34% hits. EBNA-1 DNA binding, fluorescence polarization. inhibition, % at 14.8 µM; in the data active means inhibition above about 28%
Yeast superoxide = caloric restriction mimetics inhibiting age-related superoxide in yeast; S. cerevisiae aged cells, superoxide DHE fluorescence; stronger effect = lower value; superoxide response (% of plate mean), % at 10 µM; 330,000 compounds, 0.18% hits; AID 2690;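 active means superoxide response under a set limit, about three screen SD below normal, cut at about 65% in these data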;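 further: yeast aged for seven days with compound at 30 °C before DHE staining; 100% = average MFI of all compound-treated wells on the plate with controls excluded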
PP5 primary = blocks human protein phosphatase 5 activity | 320,000 compounds, 0.18% hits | AID 1987 | P53041 | inhibition, % at 6.7 µM | purified PP5c, OMFP substrate fluorescence;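 active means inhibition above the campaign's mean inhibition across all tested compounds plus 3 SD, cut at about 9.5% in these data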;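 further: 0% = DMSO only and 100% = 100 µM cantharidin control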
ZTA DNA inh = ZTA (EBV) inhibition in EBNA-1 counter-screen; 320,000 compounds, 0.15% hits; ZTA-DNA binding, fluorescence polarization; inhibition, % at 11 µM; P03206; in the data active means inhibition above about 33%
Target sequence (P03206 whole entry, looked up): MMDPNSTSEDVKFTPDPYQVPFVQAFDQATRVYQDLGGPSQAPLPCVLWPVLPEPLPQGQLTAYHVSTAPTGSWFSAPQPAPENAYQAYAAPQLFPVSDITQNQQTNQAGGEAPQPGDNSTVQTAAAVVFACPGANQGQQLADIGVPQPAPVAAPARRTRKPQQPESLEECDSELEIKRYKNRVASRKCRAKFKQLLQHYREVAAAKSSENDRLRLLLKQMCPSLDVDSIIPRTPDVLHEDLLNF
TPT1 inhibitor = blocks Candida albicans tRNA 2'-phosphotransferase | recombinant caTPT1, FP RNA substrate dephosphorylation | inhibition, % at 5 µM | 300,000 compounds, 0.81% hits | AID 1962;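 active means inhibition above the mean of all tested compounds plus 3 SD, set per screening campaign, cut at about 24% in these data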;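 further: plate controls were DMSO alone for no effect and ferristatin control at 100 nM for full effect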
Active calls of the source: *; ? = inconclusive; nt = not tested or not shown.

SMILES	PP1 counter	Fh CTSL1 inh	core dimer inh	GASC-1 inh	EBNA-1 inhibitor	Yeast superoxide	PP5 primary	ZTA DNA inh	TPT1 inhibitor
S=C(Nc1ccccc1)N1CCOCC1	-5	-1	8	-3	-3	82	-1.8	-8	0
O=C(NCCc1ccccc1)C1CCN(S(=O)(=O)c2ccccc2)CC1	1	2	-4	3	5	98	2.2	2	-1
O=C(NNS(=O)(=O)c1ccccc1[N+](=O)[O-])c1ccncc1	1	0	-13	7	-9	129	4.1	-12	-2
CC(=O)Nc1c(NC(=O)CC#N)[nH]c2c(c1=O)c(=O)n(C)c(=O)n2C	1	-4	-4	8	-3	99	-1.5	5	0
C/C(Cn1nnc2ccccc21)=N/OC(=O)c1c(F)cccc1F	-4	-1	3	4	-3	105	4.5	10	-4
O=C(COC(=O)c1ccccn1)NCc1ccccc1Cl	-2	1	3	5	-6	88	1.0	3	1
COc1ccc(NS(=O)(=O)c2cc(NC(=O)c3ccncc3)ccc2N2CCOCC2)cc1	-3	2	0	5	1	96	-1.7	3	1
CN(C)S(=O)(=O)c1ccc(C(=O)N2CCCC2c2nc3ccccc3s2)cc1 (stereo not drawn)	-2	4	-1	-16	-7	102	0.0	-9	4
CCn1nc(C)cc1C(=O)N1CCCC(C(=O)c2ccccc2SC)C1 (stereo not drawn)	-2	2	2	2	10	111	1.6	11	-2
COc1cccc(CNC(=O)c2ccc3c(c2)N(C)CCS3)c1OC	-2	-1	-15	3	-8	96	1.9	-10	-2
S=c1[nH]nc(COc2ccccc2)n1/N=C/c1ccccc1Br	8	0	4	5	2	109	4.8	6	-2
C=CCn1c(C(C)NC(=O)c2ccc(C)cc2)n[nH]c1=S (stereo not drawn)	-4	0	-3	-2	8	87	-1.0	-4	3
CCOc1ccc(C(=O)NCC(=O)N2CCC(C)CC2)cc1OCC	-3	-1	4	24	11	99	-1.3	14	0
CC(C)[C@H]1COCCS(=O)(=O)N1Cc1cccc(Cl)c1	-3	-2	3	12	9	102	1.1	-1	0
Cc1ccc(-c2csc3nc4ccc(C(=O)NCCO)cc4c(=O)n23)cc1	4	-2	-6	-6	4	105	1.4	-1	0
O=C(CN1CCN(c2ncc(C(F)(F)F)cc2Cl)CC1)NCCNc1ncc(C(F)(F)F)cc1Cl	2	6	0	-3	-3	109	4.0	15	-3
CNC(=O)c1ccsc1NC(=O)c1ccc(S(=O)(=O)N2CCOCC2)cc1	5	1	5	-10	-10	112	4.0	-3	-3
O=C(N/N=C/c1cn(-c2cccs2)nc1-c1ccccc1)c1ccccc1Br	4	1	16	-8	8	95	6.8	7	0
CCOC(=O)C1=C(N)Oc2c(oc(CO)cc2=O)C1c1c(F)cccc1Cl (stereo not drawn)	5	2	-1	1	-2	89	2.7	-15	-1
CN(C)CCN1C(=O)C(O)=C(C(=O)c2cc3ccccc3o2)C1c1ccc(N(C)C)cc1 (stereo not drawn)	-1	-1	0	-13	4	104	3.5	-7	32*
N#CCc1cccnc1Sc1ccc(Cl)cc1	-3	-3	-1	-1	14	101	-1.4	12	-2
COc1ccc(-n2ncc3c(N4CCC(C(N)=O)CC4)ncnc32)cc1	-2	-1	2	-4	-2	107	5.3	-8	1
COc1ccc(NC(=O)NCc2ccc3c(c2)OCO3)c(OC)c1	-2	3	8	3	72*	100	2.5	2	-1
O=S(=O)(Cc1cc(Sc2ccccc2)nc(-c2ccccc2)n1)c1ccccc1	-2	3	13	-10	-1	92	5.3	4	3
O=C(N/C(=C\c1cccc([N+](=O)[O-])c1)C(=O)N1CCOCC1)c1ccco1	1	-1	1	0	-19	105	1.0	-10	-2
COc1ccc(Cl)c2sc(N3CCN(C(=O)c4ccco4)CC3)nc12	1	3	-2	0	1	98	5.3	-5	-2
N#Cc1ccccc1NC(=O)COC(=O)CCc1ccc(S(=O)(=O)N2CCCCC2)cc1	-2	-2	-3	-3	-17	109	1.1	-7	6
Cc1ccccc1Nc1nc(N)nc(CN2CCN(Cc3ccc4c(c3)OCO4)CC2)n1	-1	-2	-4	-4	-18	102	-1.1	-12	-5
Cc1cccnc1NS(=O)(=O)c1cccc([N+](=O)[O-])c1	1	-3	-18	-8	-22	124	3.9	-6	0
Cc1ccsc1/C=N/n1c(-c2cc(-c3ccccc3)n[nH]2)n[nH]c1=S	15	1	4	-6	-11	110	4.5	4	-2
CCCN(CCC)CCCNC(=O)c1nn(-c2cccc(OC)c2)c(=O)c2ccccc12	-4	-2	5	2	-3	87	1.3	4	1
CC(C)CCC(O)(CCC(C)C)C(=O)NNc1ccccc1	4	4	-7	-3	-3	96	-5.8	0	0
C/C(=N\NC(=S)NCc1ccccc1)c1cccc(Br)c1	-2	3	-2	-27	11	89	-0.3	6	-2
COc1cc(NC(=O)CCC(=O)Nc2ccc3nc(N4CCOCC4)cc(C)c3c2)cc(OC)c1OC	4	0	-1	-1	6	97	2.5	-17	1
O=C(C1=C[C@H](c2ccc(C(F)(F)F)cc2)C[C@H](OCc2ccc(CO)cc2)O1)N1CCN(Cc2ccccc2)CC1	6	2	3	-31	6	107	9.6*	-3	3
O=C(Nc1nnc(S(=O)(=O)N2CCOCC2)s1)c1ccccc1Br	1	1	8	51	8	97	-2.2	6	-3
O=C(NCc1ccc(Cl)cc1)C1CCCN(c2ncnc3c2nc2n3CCCCC2)C1 (stereo not drawn)	1	-5	8	-17	-1	97	0.6	3	2
O=C(Nc1ccc2c(c1)OCO2)C(c1ccc(Cl)cc1)N1CCN(C(=O)c2ccco2)CC1 (stereo not drawn)	3	3	0	54	3	107	1.5	6	-6
O=C(Nc1nnc(C2CC2)s1)c1cc(S(=O)(=O)N2CCN(c3ccccc3)CC2)ccc1Cl	3	-2	8	12	-6	113	3.5	0	4
CCOc1ccc(CNC(=O)c2cccc(NC(=O)C3=C(C)OCCS3)c2)cc1	1	2	-12	11	-5	96	2.3	-28	-2

Ordered by the number under GASC-1 inh (rising): three of the compounds above
structure	GASC-1 inh
O=C(C1=C[C@H](c2ccc(C(F)(F)F)cc2)C[C@H](OCc2ccc(CO)cc2)O1)N1CCN(Cc2ccccc2)CC1	-31
COc1cc(NC(=O)CCC(=O)Nc2ccc3nc(N4CCOCC4)cc(C)c3c2)cc(OC)c1OC	-1
O=C(Nc1nnc(S(=O)(=O)N2CCOCC2)s1)c1ccccc1Br	51

Entries above marked active in TPT1 inhibitor:
mol	core dimer inh	GASC-1 inh	EBNA-1 inhibitor	PP5 primary	TPT1 inhibitor
CN(C)CCN1C(=O)C(O)=C(C(=O)c2cc3ccccc3o2)C1c1ccc(N(C)C)cc1 (stereo not drawn)	0	-13	4	3.5	32*

Remaining list, next part
SMILES	PP1 counter	Fh CTSL1 inh	core dimer inh	GASC-1 inh	EBNA-1 inhibitor	Yeast superoxide	PP5 primary	ZTA DNA inh	TPT1 inhibitor
O=S(=O)(c1ccccc1)N(CC(O)CN1CCCCC1)c1ccccc1 (stereo not drawn)	1	0	-4	28	-6	83	0.0	-5	0
CCC(C)(C(=O)NC1CCCCC1)N(C(=O)c1cnccn1)c1c(C)n(C)n(-c2ccccc2)c1=O (stereo not drawn)	-15	5	0	3	1	100	0.5	20	-2
CCCCSC1=C(C#N)C(c2ccccc2C)CC(=O)N1 (stereo not drawn)	-2	-1	1	-3	-7	131	4.9	-8	-3
O=C(Cc1cccs1)N(CC1CCCO1)C1(C(=O)NC2CCCCC2)CCCCC1 (stereo not drawn)	-2	1	4	8	-6	97	1.2	-7	1
CC(C)NC(=O)CSc1ccccc1C(=O)N1CCN(S(=O)(=O)/C=C/c2ccccc2)CC1	-2	nt	nt	12	nt	91	-2.3	6	nt
COc1cc(/C=C(\C#N)C(=O)Nc2cccnc2)ccc1OC(C)C	-6	-2	-2	2	5	91	-0.1	11	2
Cc1cc(NC(=O)CN2CCCC(C)C2)no1 (stereo not drawn)	3	-4	-3	-18	-16	94	3.9	9	-3
COc1ccc(N2CSC3=C(C#N)C(c4cc(OC)ccc4OC)CC(=O)N3C2)c(OC)c1 (stereo not drawn)	0	-3	-2	1	-14	98	4.5	-2	6
CCSC1=NC(C)(C)C=C(/C=C/c2ccc(Cl)cc2Cl)N1	6	-1	3	-3	-8	99	3.6	5	3
O=C(Nc1cc(S(=O)(=O)N2CCCC2)ccc1OCC(F)(F)F)c1ccccc1F	-1	2	13	0	4	108	-0.2	-11	-2
COc1ccccc1N(CC(=O)NC(C)(C)C)C(=O)c1ccc(Cl)nc1	-5	1	-3	10	6	96	1.4	-8	2
COc1ccc(C(=O)Nc2cnn(Cc3c(F)cccc3Cl)c2)cc1OC	-7	-4	1	2	1	100	2.0	-3	-3
Fc1cc(F)cc(NC(=S)Nc2ccccc2N2CCOCC2)c1	-1	2	-12	2	-7	92	3.9	-24	1
CCc1ccccc1NC(=O)CN(c1ccc(OC)cc1OC)S(=O)(=O)c1ccccc1[N+](=O)[O-]	1	-2	6	-4	-4	85	3.3	-5	6
COc1ccccc1C(=O)Nc1ccnn1C1CCN(Cc2csc(C(C)=O)c2)CC1	2	0	-9	7	-5	97	0.4	3	3
O=C(CN1CCN(Cc2ccccc2)CC1)NNC(=O)c1ccc(Cl)cc1	-9	-6	-4	0	-2	130	-0.6	3	4
S=C(NCc1ccccc1)NNc1ccccc1	2	-1	-2	7	-4	93	-0.6	4	-1
Cc1ccc(S(=O)(=O)NC2CCCc3ccccc32)cc1C (stereo not drawn)	-2	2	10	20	8	94	1.0	5	-4
Cc1ccc(C)c(N(CC(=O)Nc2ccccc2C(=O)NCc2ccco2)S(=O)(=O)c2ccccc2)c1	2	5	3	-4	10	96	3.6	2	-3
O=C(CN(C(=O)Cn1nnc(-c2cccs2)n1)c1ccc2c(c1)OCCO2)NC1CCCCC1	2	-1	11	7	5	103	1.1	12	-2
CS(=O)(=O)N1CCc2cc(NC(=O)c3ccc(Cl)cc3Cl)ccc21	0	-2	-2	13	-3	94	2.0	0	-6
O=C(/C=C/c1ccc(OCc2c(F)cccc2Cl)cc1)N1CCOCC1	1	-4	2	6	2	113	0.2	27	-5
Cc1ccc2nc(NCCCO)nc(-c3ccccc3)c2c1	4	1	-11	22	4	110	1.3	-20	-13
Cc1c(NS(=O)(=O)c2ccccc2F)c(=O)n(-c2ccccc2)n1C	2	-2	1	119	-1	125	0.8	11	0
COc1ccc(Br)cc1S(=O)(=O)NCCN1CCOCC1	0	-3	-4	-32	-1	94	0.2	4	-3
CN(C(=O)CSc1nnc(COc2ccccc2F)n1N)C1CCCCC1	-6	1	5	2	-5	106	-2.7	16	2
CC1CCCCC1N1CCN(C(=O)c2cccc(F)c2)CC1 (stereo not drawn)	-5	7	-3	0	0	96	-1.4	14	2
COCc1cc(C(C)=O)ccc1OC	-2	2	-9	-3	5	90	-1.9	-6	-2
O=S(=O)(NC1CCCCC1NCc1ccco1)c1ccc(Cl)cc1 (stereo not drawn)	-2	1	4	2	-2	106	1.0	8	0
CCN1C(=O)[C@H]2[C@@H](c3ccc(-c4ccccc4)cc3)N[C@@](Cc3ccccc3)(C(=O)OC)[C@H]2C1=O	6	2	0	?	11	98	4.8	-30	-4
COc1cc(/C=C(\C#N)c2nc3c(s2)CC(C)CC3)ccc1O (stereo not drawn)	-14	2	1	4	6	149	-5.2	6	128*
COc1ccc(C(=O)Nc2ccc(S(=O)(=O)Nc3onc(C)c3C)cc2)cc1OC	0	1	-16	-7	11	87	-0.5	3	-6
CC1C2Cn3c(nc4ccccc43)C1N(C(C)C)O2 (stereo not drawn)	-1	-3	-15	nt	11	97	2.9	-4	0
